Bioassay records: PubChem BioAssay, several laboratories
HTR5A ag: HTR5A agonists in luminescence cell assay, primary screen, counter-screen for OPRM1-OPRD1 heterodimer agonist project, full-deck HTS; 5-hydroxytryptamine receptor 5A (Homo sapiens), P47898; cell-based; activation, % at 9.3 µM; 340,000 tested, 0.61% active; in the data active means activation mostly above about 9.5%, no sharp cut-off; inactive means mostly below about 7.6%;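 further: 0% = cells with vehicle only and 100% = reference agonist; strong numbers were not always called active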
PKA-R1A activ: activators of PKA-R1A holoenzyme, primary screen, biochemical, fluorescence polarization, Cy5-IP20, bovine R1A, mouse PKAc. cAMP-dependent protein kinase type I-alpha regulatory subunit (Bos taurus) + …. PKA-R1A dissociation; scaled: DMSO 0%, 113 µM cGMP 100%. activation, % at 11.4 µM. 340,000 tested, 0.083% active;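 active means percent activation above the mean of all tested compounds plus 3 SD, cut at about 19% in these data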;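 further: higher means more PKAc released from R1A so a rise in polarization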
OPRM1-OPRD1 ag: agonists of OPRM1-OPRD1 heterodimerization, primary screen, cell-based, luminescence | activation, % at 9.3 µM | AID 504326, 2011 | cells | 340,000 tested, 0.3% active; in the data active means activation above about 18%;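 further: 0% = vehicle-treated cells and 100% = reference agonist; values of inactives mirror those of a sister screen read the other way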
HTR5A inv ag: HTR5A inverse agonists in luminescence cell assay, primary screen, counter-screen for OPRM1-OPRD1 heterodimer inverse agonist project, full-deck HTS | HTR5A cell line, inverse agonism | inhibition, % at 9.3 µM | 340,000 tested, 0.083% active; in the data active means inhibition mostly above about 23%, no sharp cut-off; inactive means mostly below about 18%;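 further: 0% = cells with DMSO and 100% = no-cell wells with DMSO; some compounds called inactive have numbers as strong as hits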
MOR-DOR inv ag: inverse agonists of MOR-DOR heterodimerization, primary screen, cell-based, luminescence | Mu-type opioid receptor (Homo sapiens) + Delta-type opioid receptor (Homo sapiens), … | AID 504357, 2011 | 340,000 tested, 0.21% active | cell-based MOR-DOR heterodimer luminescence, inverse agonism | inhibition, % at 9.3 µM; in the data active means inhibition above about 22%, passing the limit was not always enough;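 further: 0% = cells with DMSO and 100% = wells without cells with DMSO; values of inactives mirror those of a sister screen read the other way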
DAGLB inh: DAGLB lipase inhibitors, primary screen, biochemical, fluorescence, HTS. HEK293T DAGLB membrane lysate, EnzChek fluorogenic substrate. 340,000 tested, 0.059% active. inhibition, % at 5.17 µM. Diacylglycerol lipase-beta (Homo sapiens), Q8NCG7; in the data active means inhibition above about 34%;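 further: 0% = enzyme with vehicle and 100% = wells lacking enzyme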
Target sequence (Q8NCG7 whole entry, looked up): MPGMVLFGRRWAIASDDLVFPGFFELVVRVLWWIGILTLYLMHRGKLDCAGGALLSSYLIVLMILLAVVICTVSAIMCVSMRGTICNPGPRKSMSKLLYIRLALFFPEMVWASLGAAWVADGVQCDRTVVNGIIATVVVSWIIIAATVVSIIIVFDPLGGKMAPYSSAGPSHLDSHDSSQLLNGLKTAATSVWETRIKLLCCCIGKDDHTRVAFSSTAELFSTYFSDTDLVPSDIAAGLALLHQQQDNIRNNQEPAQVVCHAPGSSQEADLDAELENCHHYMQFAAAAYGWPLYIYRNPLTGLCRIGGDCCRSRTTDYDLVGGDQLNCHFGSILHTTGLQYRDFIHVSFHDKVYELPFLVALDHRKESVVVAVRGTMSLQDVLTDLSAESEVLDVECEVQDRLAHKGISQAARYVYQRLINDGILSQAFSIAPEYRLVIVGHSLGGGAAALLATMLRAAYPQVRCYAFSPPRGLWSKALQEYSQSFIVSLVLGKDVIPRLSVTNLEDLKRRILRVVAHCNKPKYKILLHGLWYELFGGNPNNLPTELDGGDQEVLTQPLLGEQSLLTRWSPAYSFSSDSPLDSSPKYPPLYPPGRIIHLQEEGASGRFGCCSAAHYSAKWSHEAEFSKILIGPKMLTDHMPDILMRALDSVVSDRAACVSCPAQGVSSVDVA
Arrestin-AP2 inh: inhibitors of beta-arrestin/AP2 binding, primary screen, biochemical, GPCR trafficking, flow cytometry; beta-arrestin 1 C-terminal peptide binding to AP2 beta2-adaptin appendage (human); FITC-arrestin peptide / GST-AP2 beads; AP2 beta2 appendage carries R879A mutation; inhibition, % at 10 µM; 340,000 tested, 0.31% active; AID 504490, 2011;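 active means inhibition above a set limit, near 3 SD of compounds lacking own fluorescence, cut at about 54% in these data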;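 further: plate controls were DMSO wells for no effect and 5 µM unlabelled arrestin peptide for full effect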
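system = GST-tagged AP2 beta2-adaptin appendage (R879A) on 4 µm glutathione beads | reagent = FITC-labelled arrestin peptide probe, 50 nM final | schedule = compound with beads 12 min RT, then probe 1 h RT | signal = HyperCyt-sampled flow cytometry, FL1 channel, ex 488/em 535 nm | read-out = percent response from loss of bead-bound FITC fluorescence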
Pemphigus Ab inh: inhibitors of pemphigus antibody binding to DSG3, primary screen, biochemical, bead-based, flow cytometry, scFv-GFP; DSG3-coupled beads, scFv-anti-DSG3-GFP binding; stronger effect = lower value; binding (percent of control), % at 10 µM; 310,000 tested, 0.48% active;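 active means binding more than 3 SD below its plate's average and above zero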;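 further: hits lower antibody fragment binding to DSG3; some compounds called inactive have numbers as strong as hits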
V-ATPase pH: regulators of yeast V-ATPase proton pumping, primary screen, pHLuorin cytosolic pH fluorescence; S. cerevisiae; response, % at 10 µM; 350,000 tested, 0.37% active; in the data active means response mostly above about 7.3%, no sharp cut-off; inactive means mostly below about 5.4%; further: actives read high; inactives centre near 0; some compounds called inactive have numbers as strong as hits; reference of the scale not given here
PKA-R2B activ: activators of PKA-R2B holoenzyme, primary screen, biochemical, fluorescence polarization, Cy5-IP20, human | 340,000 tested, 0.079% active | activation, % at 11.4 µM | cAMP-dependent protein kinase catalytic subunit beta (Homo sapiens) + cAMP-dependent … | PKA-R2B holoenzyme dissociation; R2B truncated from residue 108, S112A mutant; 0% DMSO only, 100% 113 µM cGMP;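 active means activation above a cutoff set at the mean over all compounds plus 3 SD, cut at about 18% in these data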;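 further: higher means more holoenzyme dissociation and a rise in polarization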
Target sequence (P31323 whole entry, looked up, other chains not shown, the tested form may be a part): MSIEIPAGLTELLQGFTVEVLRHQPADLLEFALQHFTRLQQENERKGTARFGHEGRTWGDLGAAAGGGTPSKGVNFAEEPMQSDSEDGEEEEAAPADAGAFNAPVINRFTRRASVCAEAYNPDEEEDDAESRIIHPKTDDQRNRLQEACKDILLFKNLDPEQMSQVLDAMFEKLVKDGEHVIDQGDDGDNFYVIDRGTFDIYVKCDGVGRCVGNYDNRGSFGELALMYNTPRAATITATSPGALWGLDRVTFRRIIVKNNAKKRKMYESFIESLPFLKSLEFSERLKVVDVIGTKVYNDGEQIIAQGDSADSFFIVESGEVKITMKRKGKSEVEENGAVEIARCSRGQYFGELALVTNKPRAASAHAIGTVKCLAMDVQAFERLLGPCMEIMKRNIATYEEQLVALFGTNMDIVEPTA
The depositor's hits bear a star; / = not tested or not shown. Outcome played no part in choosing rows; overall some 2.4% were active at least once.

Start of the data: the first 2 records (preview)
SMILES | HTR5A ag | PKA-R1A activ | OPRM1-OPRD1 ag | HTR5A inv ag | MOR-DOR inv ag | DAGLB inh | Arrestin-AP2 inh | Pemphigus Ab inh | V-ATPase pH | PKA-R2B activ
Cc1cc(O)c(C=O)c2c1C(=O)Oc1c(CO)c(O)c3c(c1O2)C(O)OC3=O (configuration not stated) | 3 | 7 | -0.7 | 1 | 3 | 24 | 4 | / | 2 | 3
CCCC(C)NC(=O)c1cc(Cl)ccc1OC (configuration not stated) | 2 | 0 | -1.2 | -4 | 5 | 0 | -6 | / | 0 | 2

The listing (from the top)
SMILES | HTR5A ag | PKA-R1A activ | OPRM1-OPRD1 ag | HTR5A inv ag | MOR-DOR inv ag | DAGLB inh | Arrestin-AP2 inh | Pemphigus Ab inh | V-ATPase pH | PKA-R2B activ
Cc1cc(O)c(C=O)c2c1C(=O)Oc1c(CO)c(O)c3c(c1O2)C(O)OC3=O (configuration not stated) | 3 | 7 | -0.7 | 1 | 3 | 24 | 4 | / | 2 | 3
CCCC(C)NC(=O)c1cc(Cl)ccc1OC (configuration not stated) | 2 | 0 | -1.2 | -4 | 5 | 0 | -6 | / | 0 | 2
CCC1(C)COC(c2ccc3c(c2)OCO3)OC1 (configuration not stated) | -3 | -9 | -1.9 | 13 | 9 | -4 | -5 | 94 | -4 | 1
CCc1c(C)sc(NC(=O)OC)c1C(=O)N1CCOCC1 | 2 | 5 | -1.0 | 16 | 6 | -2 | 5 | 103 | 0 | 5
O=C(NC1CCc2ccccc21)c1cc(COc2cncc(Cl)c2)on1 (configuration not stated) | 1 | 10 | -0.9 | -24 | 5 | 1 | 37 | 103 | -1 | -2
CCN(CC)P(=O)(Nc1ccc([N+](=O)[O-])cc1)c1c(C)nn(CCC#N)c1NC(=O)c1ccc(Cl)cc1 (configuration not stated) | -1 | -3 | 0.6 | 2 | -4 | 1 | 1 | / | 2 | -9
O=C(NN=C1C2CC3CC1CC(Cl)(C3)C2)c1cccs1 | 0 | -9 | -0.4 | 1 | 3 | -3 | -4 | 104 | 1 | -11
COC(=O)c1cn(-c2ccccc2)nc1-c1cccnc1 | 0 | -3 | -4.1 | 1 | 21 | -1 | 3 | 107 | 2 | 3
Cc1ccc(NC(=O)c2c(C(F)(F)F)nn(C)c2SCc2cccc(C(F)(F)F)c2)cc1C | 5 | -5 | 3.0 | -11 | -15 | -10 | 18 | 98 | -3 | -8
O=C(NCc1cccnc1)C12CC3CC(CC(Cl)(C3)C1)C2 | 5 | 0 | -3.2 | -11 | 18 | 1 | 3 | 119 | 3 | -2
CC(C)(C)OC(=O)N[C@@H](CCCCNC(=O)OCc1ccccc1)c1nnc([C@H](CCCCNC(=O)OCc2ccccc2)NC(=O)OC(C)(C)C)o1 | 3 | 2 | -3.1 | -3 | 17 | -5 | 29 | 100 | 1 | -2
COc1cccc(/C=N/n2c(C3CCCCC3)n[nH]c2=S)c1O | 1 | 5 | -0.2 | -3 | 1 | -2 | -22 | 104 | 1 | -9
Clc1ccccc1CO/N=C1\CCCc2nonc21 | 4 | -17 | 3.3 | -9 | -18 | -8 | 24 | 98 | -7 | -5
CCC1(c2ccc(Cl)cc2)NC(=O)N(CC(=O)NC2(C#N)CCCCC2)C1=O (configuration not stated) | 3 | -7 | -0.1 | -13 | 0 | -3 | -2 | 101 | 0 | -10
CN(CC(=O)N1CCc2ccccc2C1)c1ccccc1 | -2 | 13 | -2.3 | 8 | 10 | -2 | -6 | 90 | -1 | -5
Cc1cc(Nc2nnnn2-c2ccccc2)n(-c2ccccc2)n1 | 4 | 3 | -1.3 | -13 | 7 | 2 | 21 | 106 | -2 | -4
O=C1CSCc2nc3ccccc3n21 | 4 | 5 | 0.7 | -16 | -3 | -2 | 9 | 100 | 4 | 1
Cc1ccccc1NC(=O)Cn1cnc2c(oc3nc4c(cc32)COC(C)(C)C4)c1=O | 1 | 0 | -0.1 | 0 | 1 | -2 | -1 | 106 | 2 | 9
O=C(NCc1ccccc1)c1cc(=O)nc2sc(-c3ccccc3)nn12 | -2 | 1 | 0.6 | 6 | -3 | 2 | 1 | 105 | -3 | -8
COC(=O)N/N=C(\C)c1ccc(OC(F)F)cc1 | 2 | 0 | -2.6 | 0 | 14 | -2 | -14 | 90 | -1 | 10
COc1ccccc1CCNC(=O)c1cc(-c2ccccn2)nc2ccccc12 | 5 | -5 | -2.4 | -9 | 12 | -2 | 4 | 103 | -1 | 12
COc1cc(OC)cc(C(=O)NCC(=O)OCC(=O)Nc2ncc(Cl)cc2Cl)c1 | 1 | 0 | 0.8 | 9 | -4 | 2 | -26 | 107 | -1 | -3
CC(=O)Nc1cccc(OCc2ccc(S(=O)(=O)Cc3ccccc3)cc2)c1 | 5 | -10 | 1.1 | -7 | -6 | 4 | 7 | 58* | 1 | -14
O=C(CCCCn1c(=O)c2ccccc2n(CC(=O)NC2CCCC2)c1=O)NC1CCCC1 | -3 | 0 | -3.5 | 12 | 15 | 0 | 0 | / | 2 | 0
CCOC(=O)N1CCN(C(=O)C2CCN(S(=O)(=O)c3ccc(NC(C)=O)cc3)CC2)CC1 | 3 | 3 | -2.8 | 6 | 14 | 3 | 8 | 105 | 7 | 9
Cn1c(C(=O)NCCCN2CCN(c3ccccc3F)CC2)cc2c(=O)[nH]c3ccccc3c21 | 4 | 3 | -2.0 | -11 | 12 | -1 | -2 | 104 | 1 | -1
O=C(CCC(=O)N1CCN(c2ccc(F)cc2)CC1)c1ccc(Cl)cc1 | -1 | -8 | -1.0 | -15 | 5 | -2 | -5 | 92 | 0 | -4
Cc1oc2ccc(OCc3ccc(F)cc3Cl)cc2c1C(=O)O | 0 | 8 | -0.1 | 0 | 1 | -2 | 7 | 104 | 0 | 1
COc1ccc2[nH]c(C)c(C(=O)CN3CCc4cc(OC)c(OC)cc4C3)c2c1 | -3 | -1 | -2.9 | 16 | 15 | -8 | 4 | 105 | -3 | -6
CCOC(=O)C(=CNc1cc(C(F)(F)F)ccc1N1CCOCC1)C(=O)OCC | 0 | -7 | 4.6 | 0 | -23 | -1 | -9 | / | 1 | 0
NC(=S)NNC(=O)c1ccccc1 | -1 | 0 | -1.6 | -6 | 9 | -4 | 2 | 100 | -2 | -5
COc1ccc(NCc2nnc(SCC(=O)NCc3ccccc3)n2-c2ccccc2OC)cc1 | -6 | 0 | 3.3 | -6 | -19 | 0 | -2 | 107 | 1 | -4
O=C(CCc1ccccc1)Nc1ccc2c(c1)OCCO2 | 2 | 0 | -2.9 | -2 | 12 | -2 | 3 | 111 | 8 | -8
Cc1cc(C)c2cc(CN(CCO)C(=O)NC3CCCCC3)c(=O)[nH]c2c1 | 4 | 6 | -2.3 | -13 | 13 | 2 | 20 | 101 | 3 | 11
O=C(c1ccc(F)cc1)c1cccc(C(=O)c2ccc(F)cc2)n1 | 1 | 5 | 6.3 | -3 | -32 | -5 | -7 | 89 | 6 | 5
Cc1cc(C)cc(C(=O)N/N=C/c2ccoc2)c1 | 3 | -4 | 2.7 | -7 | -11 | -1 | 2 | 103 | -1 | 11
COC(=O)c1cc2ccsc2n1CC(=O)Nc1cc(C)cc(C)c1 | 12 | -2 | 1.2 | 7 | -7 | -6 | -3 | 96 | -4 | -5
COc1ccc(C(C#N)c2ccc(=O)[nH]n2)cc1 (configuration not stated) | 5 | -1 | -0.8 | -12 | 6 | 2 | -3 | 84 | 3 | 5
CCOC(=O)c1[nH]ncc1CN1CCN(Cc2ccccc2)C(CCO)C1 (configuration not stated) | -3 | 3 | 2.8 | -3 | -14 | -2 | 14 | 92 | -2 | -5
COc1cccc(C(=O)N/N=C2\SCC(=O)N2Cc2ccc3c(c2)OCO3)c1 | 1 | -9 | -0.7 | -13 | 4 | 0 | 4 | / | 0 | 0
CCOc1cc(/C=C2\SC(=S)N(Nc3ccccc3)C2=O)ccc1O | -11 | -4 | -3.2 | 29 | 13 | -3 | 12 | 96 | -5 | 7
O=C(Nc1cccn(Cc2c(F)cccc2Cl)c1=O)NC1CCCCC1 | 0 | 5 | -1.7 | 12 | 9 | 0 | 0 | 97 | -3 | -4
COc1ccc(C(=O)CSc2nc3cccnc3n2C)cc1 | 5 | -7 | -0.2 | -17 | 1 | -1 | -6 | 97 | -2 | -3
CCOc1ccccc1CNS(=O)(=O)c1cc(-c2cc(C)no2)ccc1OC | 2 | -8 | -2.4 | -18 | 12 | -5 | -21 | / | 1 | -13
NC(=O)COC(=O)c1ccc2c(c1)C(=O)N(Cc1ccco1)C2=O | -2 | -2 | -0.5 | 4 | 4 | -1 | 2 | / | 1 | 1
CCN1C(=O)[C@H]2[C@@H](c3ccc(C)cc3)N[C@]3(CCCN(CCC(C)C)C3=O)[C@H]2C1=O | / | -11 | / | / | / | 4 | / | 105 | 2 | -5
CCOC(=O)C(C(=O)OCC)N(C#N)c1nc(N(C)C)nc(N(C)C)n1 | 8 | 3 | -0.8 | 16 | 4 | -4 | 12 | 98 | 2 | -3
CCc1ccc2[nH]c(=O)c(CN(CCN(C)C)C(=O)Nc3ccccc3)cc2c1 | 1 | -4 | -0.7 | 3 | 4 | 0 | 1 | 111 | -4 | -2
Cc1ccc(C(=O)Nc2ccccc2C(=O)O)cc1NC(=O)COc1c(C)cccc1C | -4 | -8 | -2.4 | 11 | 12 | 9 | 9 | 96 | 0 | -10
COc1cc(/C=C/C(=O)N2CCC=CC2=O)cc(OC)c1OC | 0 | -4 | 2.1 | -5 | -11 | -2 | 15 | 113 | -2 | -11
O=C(CC1Nc2cccc3cccc(c23)NC1=O)Nc1ccc(F)cc1 (configuration not stated) | 4 | 0 | 10 | -40 | -56 | 4 | -8 | 96 | -2 | 8
O=C(c1ccccc1Oc1ccccc1)N1CCN(c2ccccc2F)CC1 | 1 | -9 | -1.3 | 5 | 6 | -2 | -9 | 103 | 1 | -11
Cc1ccc(Cn2c(=N)c(C(=O)NC3CCCC3)cc3c(=O)n4ccccc4nc32)cc1 | 2 | -6 | -2.5 | -7 | 13 | 0 | -8 | 99 | 0 | -6
CCOCC(=O)Nc1nc2ccc(S(C)(=O)=O)cc2s1 | -2 | 1 | -3.0 | 6 | 14 | 2 | -7 | / | 2 | -3
CCOc1ccccc1C(=O)NC(C(=O)NCCc1ccccn1)C(C)C (configuration not stated) | 0 | -1 | -3.7 | 1 | 19 | -1 | 28 | 87 | 1 | 3
